Source: PubChem (National Center for Advancing Translational Sciences (NCATS))
Akt phos inh = HTS Assay for Inhibitors of Akt Phophorylation: Primary Screen; Neuro2A IGF-stimulated pAkt S473 HTRF, 20 min; active compounds read low; activity change, % for hits at 50 µM; 360,000 compounds, 0.32% hits; AID 651550, 2012; in the data active = activity change below about -80%; inconclusive = mostly about -51% to -80%; note: % is set by controls: 0 for no effect and ±100 for the full control effect
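Neuro2A cells (4,500/well, DMEM with 0.5% FBS) were treated with compound at a single 50 µM final concentration, stimulated with 6 nM IGF for 20 min at 37 °C, and lysed. Phospho-Akt Ser473 was read by HTRF as 665/615 ratio ×10^4.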
S2 tox = Viability Counterscreen for Primary qHTS for Inhibitors of ATXN expression. S2 cells (HEK-293 line with an ATXN2-luciferase reporter) viability, CellTiter-Fluor protease fluorescence, 24 h. Potency, µM (top dose mostly 56.7 µM), usual class: cytotoxic. 400,000 compounds, 0.49% hits; note: potency is the fitted concentration of half-maximal effect; nearly all actives have a fitted effect of over 40% in size
Nrf2 ARE act = qHTS of Nrf2 Activators. AREc32 ARE-luciferase reporter (MCF7-derived line), luminescence, 24 h. Potency, µM (doses to about 46.1 µM), for the others: top-dose activation, usual class: activators. 410,000 compounds, 0.31% hits. AID 624171, 2012; note: potency is the fitted concentration of half-maximal effect; % of control where 0% means no effect; nearly all actives have a fitted effect of over 65% in size
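AREc32 cells carrying an ARE-driven firefly luciferase reporter were seeded at 1000 cells/well in OPTI-MEM with 5% FBS, then exposed to compound for 24 hr at 37 deg C. Luminescence was read with Steady-Glo after 30 min at RT.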
MmCpn inh = Inhibitors of TCP-1 ring complex (TRiC) of Methanococcus maripaludis (MmCpn): qHTS; Chaperonin Mm-Cpn (Methanococcus maripaludis); purified Mm-Cpn ATPase, ADP Transcreener TR-FRET; Potency, µM (series often up to 76.9 µM), for the others: at the top dose activity, negative = inhibition, actives largely listed as inhibitors; 330,000 compounds, 0.031% hits; AID 504842, 2011; note: potency is the fitted concentration of half-maximal effect; % is set by controls: 0 for no effect and ±100 for the full control effect; nearly all actives have a fitted effect of over 80% in size
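Compound-treated chaperonin, 25 nM final, turns over 10 uM ATP at 37°C for 30 min following a 10 min preincubation; ADP generated competes with ADP-d2 for Eu-cryptate antibody, lowering FRET.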
TGFb inhibitor = qHTS for Inhibitors of TGF-b | HepG2 CAGA-GFP TGF-b/SMAD3 reporter, GFP fluorescence, 18 h; TGF-beta stimulated, 500 pg/mL final | Potency, µM (series often up to 46.1 µM), for inactives: at the highest dose activity, negative = inhibition, most hits filed as inhibitors | 410,000 compounds, 1.2% hits; note: potency is the fitted concentration of half-maximal effect; % is set by controls: 0 for no effect and ±100 for the full control effect; nearly all actives have a fitted effect of over 65% in size
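Read-out: total well GFP (ex488/em500-530) summed from mean per-cell fluorescence. Cells: HEPG2 CAGA-GFP, 1% FBS DMEM, 18 h at 37 degrees C with 500 pg/mL final TGF-beta. Unstimulated wells served as the full-inhibition control; stimulated DMSO wells = 0%.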
HepG2 viability = qHTS for Inhibitors of TGF-b: Cytotox Counterscreen; HepG2 CAGA-GFP viability, ATP luminescence, 18 h; Potency, µM (series often up to 46.1 µM), for the others: top-dose activity change, negative = cytotoxicity, hits mostly cytotoxic; 410,000 compounds, 0.76% hits; AID 588856, 2011; note: potency is the fitted concentration of half-maximal effect; some results filed as inactive show a strong effect at the top dose
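CellTiter-Glo luminescence gave cytotoxicity after 18 hours at 37 degrees C. The cells were HepG2 CAGA-GFP in 1% FBS DMEM, stimulated with 500 pg/mL TGF-beta after compound addition. %Activity was normalised to no-cell wells (complete cell-killing) and DMSO (no toxicity), and curves were fitted and classified.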
CCT modulator = High-Throughput Screening for Modulators of Cytosolic Chaperonin Activity | purified chaperonin ATPase assay, HTRF ADP detection, 30 min | activity change, % (concentration not given with the values), hits read low | 360,000 compounds, 0.3% hits | AID 651819, 2012; in the data active = activity change below about -30%; note: % is set by controls: 0 for no effect and ±100 for the full control effect
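TRiC at 40 or 20 nM final (batch-dependent) in 30 mM Tris pH 7.4, 100 mM KCl, 5 mM MgCl2, 1 mM DTT, with compound at single 76 uM and 10 uM ATP, 30 min at 37 deg C. ADP detected by HTRF Transcreener, 665/615 ratio.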
Nrf2 block = Nrf2 qHTS screen for inhibitors. Potency, µM (series often up to 46 µM), for the others: at the top dose activity change, negative = inhibition, usual class: inhibitors. 360,000 compounds, 2.1% hits. A549 ARE-Fluc reporter, luciferase luminescence, 18-24 h. AID 504444, 2011; note: potency is the fitted concentration of half-maximal effect; % is set by controls: 0 for no effect and ±100 for the full control effect; nearly all actives have a fitted effect of over 60% in size
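In this cell-based qHTS, ARE-driven firefly luciferase in A549 cells reports Nrf2 activity; the luminescent signal after BugLite lysis is the measured value, with a prior CellTiter-Fluor read for cell health.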
A549 tox = Nrf2 qHTS screen for inhibitors: counterscreen for cytotoxicity; 390,000 compounds, 0.16% hits; Potency, µM (series often up to 46 µM), inactives show at the top dose activity change, negative = cytotoxicity, most hits filed as inhibitors; A549 ARE-Fluc cells, CellTiter-Fluor viability, 18-24 h; note: potency is the fitted concentration of half-maximal effect; % is set by controls: 0 for no effect and ±100 for the full control effect
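Cytotoxicity counterscreen: CellTiter-Fluor fluorescence was measured in A549 ARE_Fluc cells after 18-24 h of compound exposure in a concentration series. The subsequent BugLite luminescent read reports ARE-luciferase activity.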
* marks the source's active call; other numbers are inactive results; i = inactive; ? = inconclusive; / = no result given; & = joins results of further samples. Unless noted, calls come from the whole dose curve; as a rule, active = well fitted curve in the direction sought with a large enough effect; inconclusive = small, poorly fitted or top-dose-only effect, or another doubt; inactive = no such curve, though single readings can be large; an effect the other way counts as inactive or inconclusive.

entry	structure	Akt phos inh	S2 tox	Nrf2 ARE act	MmCpn inh	TGFb inhibitor	HepG2 viability	CCT modulator	Nrf2 block	A549 tox
1	COc1ccc(/C=N\NS(=O)(=O)c2ccc(C)cc2)cc1COc1ccccc1[N+](=O)[O-]	i	i	9.7%	0%	6%	-17%	0.3	-23%	-17%
2	Cc1ccc(C)c(N2C(=O)CN=C2Nc2ccccc2Cl)c1	i	i	2.3%	0%	1%	-13%	-0.8	7%	-1%
3	COc1cc(C(=O)Nc2ccc(C)cc2C(NCC(=O)NN)c2ccccc2)cc(OC)c1OC (stereo unspecified)	i	i	4.1%	-1%	6%	-12%	-5.4	-12%	2%
4	CC(=O)c1ccc(NC(=O)/C(C#N)=C/c2ccncc2)cc1	i	i	3.2%	0%	2%	-3%	-1.5	3%	-1%
5	Cc1ccc(-c2ccc(/C=C3\C(=O)ON=C3c3ccccc3)o2)c([N+](=O)[O-])c1	i	35µM*	0.3%	-1%	-4%	-17%	-3.1	?	?
6	CC(C)CCNC(=O)c1ccc(Cn2c(SCC(N)=O)nc3ccccc3c2=O)cc1	/	i	0.2%	/	1%	-23%	/	/	-1%
7	CCOc1ccc(N(CC(=O)O)S(=O)(=O)c2ccc(F)cc2)cc1	i	i	0.2%	0%	33%	-19%	-2.9	0%	-1%
8	O=C(CCc1nnc(CCCCc2ccccc2)o1)NCCC1CCCCO1 (stereo unspecified)	i	i	-0.4%	-4%	20%	15%	-2.2	-13%	0%
9	COCCCNS(=O)(=O)c1ccc(Oc2ncc(C(F)(F)F)cc2Cl)cc1	i	i	-0.2%	-2%	-4%	-31%	-2.5	?	-6%
10	COc1ccc(CSc2nnnn2C)cc1F	i	i	0.3%	3%	?	-12%	-3.2	10%	1%
11	COc1ccc(SC[C@H](Cc2ccccc2)N2CC[C@@H](NC(=O)OCc3ccccc3)CCC2=O)cc1	i	i	-0.3%	0%	?	-49%&-4%	-0.4	-14%	-8%
12	FC(F)C(F)(F)Oc1cccc(-c2n[nH]c(=S)n2Cc2ccccc2)c1	i	i	-0.1%	-4%	-18%	-19%	-1.7	-3%	6%
13	COc1ccc(NS(=O)(=O)c2ccc3c(c2)N(C(C)=O)CCO3)c(OC)c1	/	i	-0.4%	1%	-13%	-20%	-0.4	?	0%
14	CCN(CC)S(=O)(=O)c1ccc2c(c1)c(=O)c(C(=O)N1CCN(c3cc(C)ccc3C)CC1)cn2C	/	i	0.4%	/	8%	-11%	/	-17%	7%
15	CCc1nnc(NC(=O)c2cc(S(=O)(=O)N(C)c3ccc(OC)cc3)ccc2Cl)s1	i	?	0.4%	-1%	-12%	2%	-1.0	-7%	-2%
16	CC1CCCC(NC(=O)COC(=O)CCSc2ccccc2)C1C (stereo unspecified)	i	i	-0.2%	0%	7%	3%	-5.2	9%	17%
17	Cc1nn(C)c(Oc2ccc(Cl)cc2)c1C(=O)Nc1ccc(F)cc1F	i	i	0.1%	-4%	3%	0%	-2.9	/	-3%
18	CCOc1c2ccc(C(=O)N[C@H](C)C3CCCCC3)cc2nn1CCOC	i	i	-0.2%	-2%	-11%	-15%	-2.6	-20%	4%
19	Cc1noc(C)c1C(=O)Nc1ccc(F)c(F)c1	i	i	-0.1%	3%	-7%	1%	-1.7	/	0%
20	CCCCN(CCCNC(=O)C1CCN(S(=O)(=O)N2CCOCC2)CC1)Cc1ccccc1	i	i	-0.7%	1%	-6%	4%	-0.6	-2%	-2%
21	Cc1ccc(C(O)c2ncc(-c3cccc4ccccc34)[nH]2)c(C)c1 (stereo unspecified)	i	?	-0.1%	/	?	-44%	-3.0	/	/
22	CC(NC(=O)CN(C)CC(=O)Nc1cccc(F)c1)c1ccccc1 (stereo unspecified)	i	i	-0.1%	0%	-4%	-1%	0.6	11%	-3%
23	O=C1CN(C(=O)/C=C/c2ccco2)c2ccccc2N1	i	i	?	-1%	-5%	-14%	-2.5	19%	0%
24	CCc1nnc(NC(=O)CSc2nc(C)nc3c2c(=O)n(C)c(=O)n3C)s1	i	i	-0.5%	1%	14%	0%	-2.2	8%	-1%
25	COC(=O)c1[nH]c2c(c1C)C(=O)CC(c1ccc(OC)cc1)C2 (stereo unspecified)	i	i	1.8%	-3%	0%	-17%	1.8	-21%	-7%
26	COc1ccc(/C=C(\NC(=O)c2ccc(C)cc2)C(=O)NCCN2CCOCC2)cc1	i	i	-0.1%	1%	4%	-2%	-5.0	7%	3%
27	COc1cc(NC(=S)NC(=O)c2cc(C)cc(C)c2)ccc1NC(=O)c1cccs1	i	i	0.6%	-1%	-1%	-3%	-0.2	-15%	1%
28	CC1=C([N+](=O)[O-])C(c2ccc(Cl)cc2)NC(=O)N1 (stereo unspecified)	i	i	-0.4%	0%	12%	2%	-3.9	-8%	-3%
29	Cc1csc(=NC(=O)c2ccccc2)n1CCO	i	i	-0.1%	-5%	-4%	-19%	-1.1	-11%	-3%
30	CC(CN1CCCCC1)OC(=O)Cc1ccc(Cl)cc1 (stereo unspecified)	i	i	-0.2%	-7%	3%	1%	0.0	13%	2%

Two compounds from above with just S2 tox:
| No. | Compound | S2 tox |
| --- | --- | --- |
| 5 | Cc1ccc(-c2ccc(/C=C3\C(=O)ON=C3c3ccccc3)o2)c([N+](=O)[O-])c1 | 35µM* |
| 14 | CCN(CC)S(=O)(=O)c1ccc2c(c1)c(=O)c(C(=O)N1CCN(c3cc(C)ccc3C)CC1)cn2C | i |

Continuation:
entry	structure	Akt phos inh	S2 tox	Nrf2 ARE act	MmCpn inh	TGFb inhibitor	HepG2 viability	CCT modulator	Nrf2 block	A549 tox
31	CC(=O)Oc1ccc(C(=O)Nc2ccccc2C(=O)Nc2ccc(C(=O)O)cc2)cc1	i	?	-0.9%	-1%	-4%	-2%	0.5	-8%	1%
32	Cc1cccn2c(=O)c(C(=O)NCc3ccc(F)cc3)c(O)nc12	/	i	-1.2%	/	2%	-1%	/	?	3%
33	CCN(CCCNC(=O)CSc1cc(=O)n(C)c2ccccc12)c1ccccc1	/	i	7.1%	/	-18%	-22%	/	-15%	2%
34	CC(C)(C)NC(=O)C[C@H]1C[C@H](C(=O)N2CCCCC2)[C@@]2(C)c3[nH]c4cc(-c5ccco5)ccc4c3CCN2C1=O	i	?	12%	-26%	?	-28%	-6.5	-16%	-7%
35	Cc1ccc(CN2CCN(/N=C/c3cc([N+](=O)[O-])ccc3Cl)CC2)cc1	i	i	-1.0%	-1%	-4%	-9%	-2.0	-8%	0%
36	CC(C)n1ncc2c(C(=O)N3CCN(S(=O)(=O)c4cccc(F)c4)CC3)cc(C3CC3)nc21	i	i	-0.8%	/	-3%	0%	1.2	/	/
37	Cc1ccc(Cn2nnc3c(=O)[nH]c(C4CCCN(S(=O)(=O)c5ccccc5)C4)nc32)cc1 (stereo unspecified)	i	i	-0.5%	-1%	-3%	-33%	-1.1	?	-9%
38	CCOc1ccc(Sc2cc(C(=O)NC(C)CC)c3ccccc3n2)cc1 (stereo unspecified)	/	i	-0.9%	/	-4%	4%	/	/	13%
39	CC(=O)N1C(=S)NC(=O)/C1=C1/C(=O)N(CC(=O)Nc2cccc(C)c2)c2ccccc21	i	i	-0.2%	0%	5%	2%	1.1	5%	1%
40	COC(=O)c1nc(N)sc1-c1ccc(Cl)c(Cl)c1	i	i	-0.8%	-10%	14%	9%	-1.0	6%	13%
41	Cc1cc(NS(=O)(=O)c2ccc(C(C)C)cc2)no1	i	i	-0.3%	-1%	0%	1%	0.9	-23%	0%
42	CCC(C)NC(=O)c1ccc(CSc2nc3ccncc3n2Cc2ccc(F)cc2)cc1 (stereo unspecified)	i	i	-0.4%	1%	-17%	-5%	0.0	-5%	5%
43	Cc1cc(NC(=O)CN2CCN(S(=O)(=O)c3ccc(Cl)cc3)CC2)no1	/	i	0.2%	2%	-2%	-9%	-1.9	/	3%
44	Cc1ccc(NC(=O)CN(C)C(=O)c2ccc(NS(=O)(=O)c3cccc([N+](=O)[O-])c3)cc2)cc1	i	i	-0.3%	0%	15%	25%	0.9	-20%	5%
45	Cc1ccc(NC(=O)C(C)N2C(=O)c3ccccc3C2=O)cc1S(=O)(=O)N1CCOCC1 (stereo unspecified)	i	i	0.0%	0%	1%	-14%	2.3	4%	7%
46	COc1ccc(C(=O)NCC(=O)NCC(=O)OCc2ccc(Cl)cc2)cc1	i	i	2.1%	0%	-4%	-10%	-1.4	-9%	1%
47	Cc1cc(NC(=O)c2ccco2)ccc1NC(=O)Cc1cccs1	i	i	2.5%	1%	2%	-9%	-4.1	1%	-7%
48	CCOc1ccccc1NC(=O)Nc1ccc(Br)cn1	i	i	2.8%	1%	-1%	-10%	0.9	5%	2%
49	CN1C(=O)N(C)C2C1NC(=O)N2C (stereo unspecified)	i	i	-0.6%	1%	-3%	-1%	-1.3	0%	-1%
50	C/C(=N\NC(=O)Cc1ccc([N+](=O)[O-])cc1)c1cccnc1	i	i	2.8%	-3%	-5%	-21%	0.1	1%	2%
51	COc1ccccc1N(CC(=O)N1CCN(c2ccc(F)cc2)CC1)S(=O)(=O)c1ccc(C)cc1	i	?	-0.4%	1%	?	6%	1.0	4%	-1%
52	Cc1ccc(Cn2c(C)c(C(=O)NCC(C)C)sc2=O)cc1	i	i	-0.3%	/	2%	-2%	-0.8	/	/
53	CC(C)NC(=S)N1CCn2c(nc3ccccc32)C1	i	i	-0.8%	-2%	12%	7%	-1.3	-9%	-4%
